AddAB inh – less growth of phage-infected E. coli with AddAB; inhibition, % at 11.9 µM; 330,000 tested, 0.29% active; E. coli expressing H. pylori AddAB, absorbance growth; in the data active = inhibition above about 12%;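 also: 0% = vehicle wells of infected cells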
DAGLB inhibitor – diacylglycerol lipase beta (human) inhibition | HEK293T DAGLB membrane lysate, EnzChek fluorogenic substrate | inhibition, % at 5.17 µM | 340,000 tested, 0.059% active | AID 504411; in the data active = inhibition above about 34%;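 also: 0% = enzyme with vehicle and 100% = wells lacking enzyme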
Ecoli viability – reduces bacterial viability in AddAB counter-screen. E. coli V3065 growth, OD600 absorbance, 18 h. 330,000 tested, 0.27% active. inhibition, % at 11.9 µM;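 active = inhibition above the campaign's mean inhibition across all tested compounds plus 3 SD, cut at about 9.9% in these data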;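 also: uninfected addAB+ strain grown without phage in ampicillin broth; 0% = DMSO wells and 100% = ciprofloxacin 0.95 µg/ml wells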
CDK5 p35 inh – CDK5/p35 (human) kinase inhibition. 330,000 tested, 0.01% active. inhibition, % at 10 µM. AID 488839. Recombinant CDK5/p35, ADP-Glo luminescence, 60 min. Q00535+Q15078;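 active = highest replicate inhibition of at least 50% and at least 75% of replicates reaching 50%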;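 also: plate controls were DMSO neutral control for no effect and GW8510 at 10 µM for full effect; many of its hits are not listed in these tables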
PKA-R1A act – PKA-R1A complex activation; P00514+P68181; PKA-R1A dissociation, Cy5-IP20 fluorescence polarization; scaled: DMSO 0%, 113 µM cGMP 100%; activation, % at 11.4 µM; 340,000 tested, 0.083% active;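 active = percent activation above the mean of all tested compounds plus 3 SD, cut at about 19% in these data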;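 also: higher means more PKAc released from R1A so a rise in polarization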
PKA-R2B act – PKA-R2B complex activation | PKA-R2B holoenzyme dissociation, Cy5-IP20 fluorescence polarization; R2B truncated from residue 108, S112A mutant; 0% DMSO only, 100% 113 µM cGMP | P22694+P31323 | AID 504700 | activation, % at 11.4 µM | 340,000 tested, 0.079% active;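 active = activation above a cutoff set at the mean over all compounds plus 3 SD, cut at about 18% in these data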;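 also: higher means more holoenzyme dissociation and a rise in polarization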
Target sequence (P31323 whole entry, looked up, other chains not shown, the tested form may be a part): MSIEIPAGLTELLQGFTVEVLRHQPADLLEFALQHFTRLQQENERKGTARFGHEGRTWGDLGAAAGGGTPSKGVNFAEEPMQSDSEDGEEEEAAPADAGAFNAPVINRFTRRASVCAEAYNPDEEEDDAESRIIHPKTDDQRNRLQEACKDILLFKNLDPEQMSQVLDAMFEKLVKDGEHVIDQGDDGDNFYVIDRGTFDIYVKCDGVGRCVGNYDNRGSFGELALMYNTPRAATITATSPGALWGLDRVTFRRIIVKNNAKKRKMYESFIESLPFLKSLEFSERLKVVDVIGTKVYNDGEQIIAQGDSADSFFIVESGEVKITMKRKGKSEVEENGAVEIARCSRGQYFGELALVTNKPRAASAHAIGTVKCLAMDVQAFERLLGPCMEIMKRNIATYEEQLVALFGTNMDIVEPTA
HTR5A inv ctr – counter-screen for OPRM1-OPRD1 inverse agonists: human HTR5A inverse agonism; P47898; HTR5A cell line, luminescence; inhibition, % at 9.3 µM; 340,000 tested, 0.083% active; in the data active = inhibition mostly above about 23%, no sharp cut-off; inactive = mostly below about 18%;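 also: 0% = cells with DMSO and 100% = no-cell wells with DMSO; some compounds called inactive have numbers as strong as hits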
Target sequence (P47898 whole entry, looked up): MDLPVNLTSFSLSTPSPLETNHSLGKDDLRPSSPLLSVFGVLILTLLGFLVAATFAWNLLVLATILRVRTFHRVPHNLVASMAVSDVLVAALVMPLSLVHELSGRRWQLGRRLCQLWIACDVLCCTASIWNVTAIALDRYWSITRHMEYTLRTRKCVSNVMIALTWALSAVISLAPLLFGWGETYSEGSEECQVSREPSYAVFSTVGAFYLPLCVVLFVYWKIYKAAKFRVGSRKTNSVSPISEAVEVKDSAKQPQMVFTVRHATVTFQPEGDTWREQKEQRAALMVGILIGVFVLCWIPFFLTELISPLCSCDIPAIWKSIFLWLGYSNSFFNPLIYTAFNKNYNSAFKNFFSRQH
HTR5A ag – activates human HTR5A in OPRM1-OPRD1 agonist counter-screen. P47898. HTR5A agonist assay, luminescence, cell-based. activation, % at 9.3 µM. 340,000 tested, 0.61% active; in the data active = activation mostly above about 9.5%, no sharp cut-off; inactive = mostly below about 7.6%;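 also: 0% = cells with vehicle only and 100% = reference agonist; strong numbers were not always called active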
phage Ecoli inh – E. coli growth loss with phage present; growth absorbance; inhibition, % at 11.9 µM; 360,000 tested, 0.26% active; AID 651602; in the data active = inhibition above about 11%
Tat transport – E. coli Tat transport inhibition. E. coli MC4100 TorA-mCherry Tat export, fluorescence. inhibition, % at 10 µM. 340,000 tested, 0.036% active;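 active = mean replicate inhibition at least 50% and at least half of replicates individually reaching 50%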;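 also: exported cargo escapes ClpAP degradation while cytoplasmic cargo is degraded and loses fluorescence; 0% = median of neutral control wells and 100% = median of NaSCN control wells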
SUMO Mot1 rescue – blocks SUMOylation pathway, rescuing yeast Mot1-301 growth. S. cerevisiae Mot1-301 growth rescue, ATP luminescence, 38.5C; percent above DMSO median, 100 means doubled. growth rescue, % at 18.8 µM. 320,000 tested, 1% active. AID 2716;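 active = every valid replicate shows activation above 250% relative to neutral control wells; inactive = the rest, any valid replicate at or below 250%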;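 also: OY570 slx delta 5 strain wells were the positive control but not used for scaling; some compounds called inactive have numbers as strong as hits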
Numbers without * were called inactive; nt = not tested or not shown.

molecule,AddAB inh,DAGLB inhibitor,Ecoli viability,CDK5 p35 inh,PKA-R1A act,PKA-R2B act,HTR5A inv ctr,HTR5A ag,phage Ecoli inh,Tat transport,SUMO Mot1 rescue
COc1cc(NC(C)C(=O)N2CC(C)OC(C)C2)cc(OC)c1 (stereo not given),3.5,1,-0.4,-0.2,-2,15,-5,1,-3.0,-4,-14
CC12CCC(C(=O)N(NC(=O)c3cc(Cl)ccc3O)C1=O)C2(C)C (stereo not given),2.8,0,0.9,-1.1,2,0,-9,0,0.9,0,198
Cc1cc(OC(=O)C(c2ccccc2)c2ccccc2)c([N+](=O)[O-])c(=O)[nH]1,2.9,-2,2.1,-1.7,3,6,25,6,1.4,0,5
CCC(=O)/C=C1\Sc2ccccc2N1CC,2.2,-2,0.9,1.6,-2,-7,-3,-3,0.6,-5,8
O=C(NCc1nc2ccccc2[nH]1)c1ccc([N+](=O)[O-])cc1,2.3,0,3.2,-1.6,-16,-3,12,3,3.7,-5,3
Cc1ccc(NC(=O)CCn2cnc3cc(C)c(C)cc32)cc1,-0.9,0,0.2,4.1,14,-4,17,0,4.5,-2,-6
O=C(c1ccc2c(c1)N(Cc1ccccc1)CCS2)N1CCOCC1,0.6,0,0.2,0.7,3,9,5,-1,-0.5,-6,13
O=S(=O)(c1ccc(Cl)c(NC(=S)N/N=C/c2ccc(O)cc2)c1)N1CCOCC1,-0.5,0,0.0,1.2,8,10,-13,5,2.0,4,31
Cc1cccnc1NC(=O)CSc1ncnc2sc(C)c(C)c12,3.0,0,-0.7,-1.8,-8,-8,6,-2,5.8,-10,-21
Cc1cc(NC(=O)CSc2nnc3c(C)cc4cc(C)c(C)cc4n23)no1,0.7,-2,3.4,2.4,-2,7,-1,0,1.1,5,-3

Part of the list above, with each value named.
> Cc1cc(NC(=O)CSc2nnc3c(C)cc4cc(C)c(C)cc4n23)no1
- AddAB inh: 0.7
- DAGLB inhibitor: -2
- Ecoli viability: 3.4
- CDK5 p35 inh: 2.4
- PKA-R1A act: -2
- PKA-R2B act: 7
- HTR5A inv ctr: -1
- HTR5A ag: 0
- phage Ecoli inh: 1.1
- Tat transport: 5
- SUMO Mot1 rescue: -3
> Cc1ccc(NC(=O)CCn2cnc3cc(C)c(C)cc32)cc1
- AddAB inh: -0.9
- DAGLB inhibitor: 0
- Ecoli viability: 0.2
- CDK5 p35 inh: 4.1
- PKA-R1A act: 14
- PKA-R2B act: -4
- HTR5A inv ctr: 17
- HTR5A ag: 0
- phage Ecoli inh: 4.5
- Tat transport: -2
- SUMO Mot1 rescue: -6

(list continues)
molecule,AddAB inh,DAGLB inhibitor,Ecoli viability,CDK5 p35 inh,PKA-R1A act,PKA-R2B act,HTR5A inv ctr,HTR5A ag,phage Ecoli inh,Tat transport,SUMO Mot1 rescue
CCN(CC(=O)Nc1ccc(NC(C)=O)cc1)C(=O)CC1OC(=O)c2ccccc21 (stereo not given),-1.9,2,-0.3,0.4,-9,-6,3,2,0.0,6,-20
O=C(O)c1c[nH]ccc1=O,2.6,-1,0.8,-0.1,-12,-14,-3,1,5.3,-4,13
COc1cccc(N2CCN(CC(=O)Nc3ccc(SC(F)F)cc3)CC2)c1,-0.2,-2,0.5,-0.3,4,-6,-1,9,4.0,0,10
Clc1cccc(N/N=C/c2ccc(N3CCOCC3)s2)c1,1.9,0,-0.4,2.0,7,21*,-37,10,2.3,-2,187
COC(=O)c1cc(C(=O)NCc2ccccc2)c(=O)[nH]c1C,3.5,2,0.2,1.5,2,3,-2,2,2.9,-6,-1
Cc1cccc(C)c1NC(=O)CNC(=O)CCC(=O)c1cccs1,0.0,0,2.0,0.0,-5,-3,-3,1,3.0,3,358
COCCn1c(=S)[nH]c2cc(OC)c(OC)cc2c1=O,1.5,-1,1.0,3.2,-4,6,-1,-1,1.6,3,8
CC(NC(=O)c1ccc2c(c1)OCCO2)C(=O)O (stereo not given),1.3,1,0.1,0.0,0,-4,-25,10,0.6,0,-9
CCOC(=O)CC(=O)CSc1nccc(-c2cccnc2)n1,-0.3,0,2.1,-0.4,-5,-12,-9,2,-0.7,6,23
CS(=O)(=O)N(CC(=O)Nc1cccc([N+](=O)[O-])c1)c1cccc(F)c1,2.6,-1,3.4,-0.5,-6,-4,7,1,3.6,-7,-7
CCOC(=O)C1=C(C)NC(=O)NC1c1ccc(OCC(=O)Nc2ccccc2)c(OC)c1 (stereo not given),-0.4,2,-1.3,0.3,-14,-10,-22,8,2.7,2,-6
O=C(Oc1ccc(F)c(F)c1)c1ccc2c(=O)n3c(nc2c1)CCC3,1.7,-2,2.7,-0.5,-9,-7,-26,0,-0.4,-6,17
Cc1cccc(NC(=O)COC(=O)CCc2ccccc2)c1C,-1.4,-6,-1.5,0.9,6,-5,-13,3,2.3,-2,7
O=C(Nc1ccc(F)c([N+](=O)[O-])c1)C1CCCO1 (stereo not given),0.3,0,-3.2,0.3,-13,-11,14,-2,2.3,0,359
COc1ccc(S(=O)(=O)N2CCCCCC2)cc1C(=O)Nc1ccccn1,0.9,0,1.9,-1.1,12,5,6,3,1.5,-2,-5
Cc1ccc(N(CC(=O)NC2CCCCC2)S(=O)(=O)c2c(C)noc2C)cc1,-0.3,-4,0.1,1.2,-5,-7,-3,-2,1.6,3,3
COc1ccccc1C(=O)NC(C)c1ccccc1 (stereo not given),-0.5,-1,-0.2,0.7,-1,-1,-4,-3,1.9,-1,-9
CCOC(CCn1c(SCc2ccc([N+](=O)[O-])cc2)nc2ccccc2c1=O)OCC,2.5,-8,-0.3,2.2,0,-8,12,-4,1.1,5,337
CC(C)(C)OC(=O)NCCCCCNC(=O)c1[nH]cnc1C(=O)Nc1nccs1,0.0,0,-0.8,0.5,-2,-5,8,-5,2.4,-6,10
COc1ccc(S(=O)(=O)NNC(=O)c2cc3c4ccccc4n(C)c3s2)cc1,2.4,-1,-0.1,-0.9,-11,-12,-34,4,-1.5,-21,8
CCCCN1C(N)=NC[C@@H]1C(C)O (stereo not given in full),1.5,1,0.3,0.0,5,-5,-2,1,2.9,-9,-4
COc1ccc(NC(=O)C23CC4CC(C2)CC(n2cnc(Br)n2)(C4)C3)c(C)c1,-0.8,1,0.6,-0.3,-3,-8,17,0,3.0,-1,334
Cc1ccc(NS(=O)(=O)c2cc(NC(=O)c3cc4c(s3)CCCC4)ccc2C)c(C)c1,3.3,-3,0.8,-4.2,0,1,19,-2,3.0,0,11
Cc1ccc(NC2CCCN(C(=O)CCC3=NNC(=O)CC3)C2)cc1C (stereo not given),-3.0,-8,-0.5,-0.3,-1,1,2,4,2.1,-3,52
Cc1cccc(OCC(=O)N2CCC(c3ccccc3)C2)c1 (stereo not given),1.1,-7,0.9,-0.6,-4,-2,5,3,3.3,-6,-6
COCCNC(=S)NNC(=O)c1ccco1,-1.9,-2,-2.9,0.2,1,1,18,-3,0.2,-15,-4
O=C(CSc1nc(C2CC2)nc2c1cnn2-c1ccccc1)Nc1c[nH]c(=O)[nH]c1=O,-1.9,nt,-3.7,2.9,nt,nt,nt,nt,2.0,-2,2
CCN(CC(=O)Nc1ccc(OC)cc1)C(=O)c1ccc(N2CCCC2=O)cc1,4.0,2,3.0,-1.2,2,-4,-2,1,2.0,-3,15
CC(=O)NCCn1c(SCC(=O)NCC2CCCO2)nc2ccccc2c1=O (stereo not given),0.9,3,-1.1,0.9,-1,-2,-9,4,4.2,-5,64
CN(C)CCCNC(=O)c1cc(S(=O)(=O)N2CCOCC2)ccc1F,0.6,0,-2.2,-2.9,3,-2,3,2,3.1,2,-8
O=C(CCl)N1c2ccccc2OCC1c1ccccc1 (stereo not given),3.8,0,-0.1,-3.1,0,7,14,2,2.0,4,6
CCOC(=O)CC1COCCN1Cc1cn[nH]c1-c1cc(OC)c(OC)c(OC)c1 (stereo not given),2.3,0,-0.2,-2.2,-6,0,-32,-8,3.2,-8,100
COc1ccc(S(=O)(=O)N2CCc3ccccc32)cc1C(=O)OCC(=O)c1c(N)n(C)c(=O)n(C)c1=O,1.0,0,0.5,0.0,-4,1,0,0,0.8,5,-13
N#C/C(=C\c1ccc(N2CCOCC2)o1)C(=O)N1CCOCC1,1.8,-5,-1.0,3.0,-2,-1,-22,-1,1.7,0,-4
COc1ccc(S(=O)(=O)N2CCC(C(=O)NCC3CCCO3)CC2)cc1 (stereo not given),0.2,2,-2.6,-3.5,5,9,-3,0,1.4,-4,-1
CCCNC(=O)c1cc(Cl)c(NC(=O)C2=C(C)OCCS2)cc1OC,1.0,-10,-1.2,-2.0,-3,-3,-2,0,-2.3,-4,2
Cc1ccc(C(CC(=O)O)Nc2nc(N3CCOCC3)nc(N3CCOCC3)n2)cc1 (stereo not given),-0.8,-1,-0.8,-0.6,-9,-2,-19,0,2.3,5,44
COc1ccc(S(=O)(=O)Nc2cccc3c2O[C@@H](CN(C)CC2CC2)[C@@H](C)CN([C@@H](C)CO)C3=O)cc1,1.1,-8,-0.3,-2.8,-4,4,-17,-2,3.4,-2,-4
COC(=O)CCCCCC(CCC(=O)OC)NC(C)=O (stereo not given),0.7,-1,0.3,-3.6,0,9,0,-2,0.0,-1,13
Cc1ccc(S(=O)(=O)NCC(=O)OCC(=O)Nc2ccc3c(c2)OCCO3)cc1,-2.0,-6,2.1,-0.2,-11,-11,6,-2,-1.1,-10,24
COCCC1CCCCN1C(=O)c1ccc(OC)c(OC2CCN(C(C)=O)CC2)c1 (stereo not given),0.2,1,2.1,-2.8,2,11,5,5,2.6,-1,9
COc1ccccc1-c1nnc(SC(C)C(=O)N2CCOCC2)o1 (stereo not given),1.6,-3,2.4,3.9,4,10,8,-3,3.5,2,-1
Cc1ccc([N+](=O)[O-])cc1S(=O)(=O)N1CCN(C)CC1,2.2,-1,-0.3,1.2,-2,-7,11,-2,3.1,1,-9
COc1ccc(C(=O)O)cc1S(=O)(=O)N1CCSCC1,nt,-1,nt,1.5,2,-1,1,-1,2.0,-2,129
COc1ccc(Nc2n[nH]c(C)c2[N+](=O)[O-])cc1,0.2,5,-2.5,0.0,-14,-1,-17,-9,5.0,7,-1
Cc1ccc(S(=O)(=O)Nc2ccc3c(c2)c2c(n3S(=O)(=O)c3ccc(C)cc3)CCCC2=O)cc1,4.7,3,-2.2,2.8,-3,-5,-20,4,0.7,0,420
COc1ccc(CNC(=O)COC(=O)c2c(-c3c(F)cccc3Cl)noc2C)cc1OC,-0.6,-2,-1.2,0.5,-12,-12,-24,-4,-0.8,-5,16
O=C1CCc2cc(S(=O)(=O)NC(Cc3ccccc3)C(=O)NCCC3=CCCCC3)ccc2N1 (stereo not given),4.5,-1,0.3,0.4,-5,0,-8,3,-0.5,1,59
COc1cccc(OC)c1NC(=O)CN1CCC(NC(=O)c2cccc(F)c2)CC1,2.7,-3,-1.5,-1.7,6,-3,-1,-4,1.8,7,0
Cc1ccc(Cl)cc1NC(=O)N[C@@H](C)C(=O)O,-1.6,1,0.5,-0.4,-8,-7,-2,-4,-5.2,1,3
CCOC(=O)N1C(=O)NC(=O)C1c1ccccc1 (stereo not given),nt,0,nt,-2.2,-3,-4,-6,2,0.7,2,nt

Random draw from the library; about 2.3% have a hit in one of these screens.
